Assay outcomes as filed in PubChem BioAssay.
Tau fluor cs = counter-screen for tau fibril formation inhibitors. tau K18 P301L Alexa594 fluorescence, heparin fibrillization. Potency, µM (titrated, usually from 57.7 µM), for the others: at the top dose activity change, negative = decrease. 280,000 tested, 0.93% active; also: % is scaled to controls: 0 for no effect and ±100 for the full control effect; nearly all actives have a fitted effect of over 55% in size
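Human tau K18 P301L (15 uM unlabeled, 0.24 uM Alexa 594-labeled) in 100 mM sodium acetate pH 7 with 20 uM heparin, 6 hr at 37 C. ThT 30 uM added, 1 hr ambient; Alexa 594 FP and total fluorescence read at 555/632 nm.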
Tau fibril FP = tau fibrillization inhibition (FP). 280,000 tested, 0.39% active. AID 1468. Potency, µM (doses to about 57.7 µM), without a hit: top-dose activity, negative = inhibition, actives largely listed as inhibitors. P10636. K18 P301L tau heparin fibrillization, Alexa594 FP, 6 h; also: % is scaled to controls: 0 for no effect and ±100 for the full control effect; nearly all actives have a fitted effect of over 55% in size
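Steps: dispense K18 P301L tau (15 uM plus 0.24 uM Alexa 594 tracer, final) in pH 7 sodium acetate; add compound; add heparin (20 uM final); incubate 6 hr, 37 C; add ThT (30 uM final); after 1 hr ambient, read FP.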
RECQ1 inh = blocks DNA unwinding by human RECQ1; RECQ1 DNA unwinding, red fluorescence kinetic read; 240,000 tested, 0.54% active; P46063; Potency, µM (series often up to 57.3 µM), for the others: at the top dose activity, negative = inhibition, actives largely listed as inhibitors;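 also: plate controls were vehicle for no effect and no enzyme for full effect; nearly all actives have a fitted effect of over 30% in size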
Target sequence (P46063 whole entry, looked up): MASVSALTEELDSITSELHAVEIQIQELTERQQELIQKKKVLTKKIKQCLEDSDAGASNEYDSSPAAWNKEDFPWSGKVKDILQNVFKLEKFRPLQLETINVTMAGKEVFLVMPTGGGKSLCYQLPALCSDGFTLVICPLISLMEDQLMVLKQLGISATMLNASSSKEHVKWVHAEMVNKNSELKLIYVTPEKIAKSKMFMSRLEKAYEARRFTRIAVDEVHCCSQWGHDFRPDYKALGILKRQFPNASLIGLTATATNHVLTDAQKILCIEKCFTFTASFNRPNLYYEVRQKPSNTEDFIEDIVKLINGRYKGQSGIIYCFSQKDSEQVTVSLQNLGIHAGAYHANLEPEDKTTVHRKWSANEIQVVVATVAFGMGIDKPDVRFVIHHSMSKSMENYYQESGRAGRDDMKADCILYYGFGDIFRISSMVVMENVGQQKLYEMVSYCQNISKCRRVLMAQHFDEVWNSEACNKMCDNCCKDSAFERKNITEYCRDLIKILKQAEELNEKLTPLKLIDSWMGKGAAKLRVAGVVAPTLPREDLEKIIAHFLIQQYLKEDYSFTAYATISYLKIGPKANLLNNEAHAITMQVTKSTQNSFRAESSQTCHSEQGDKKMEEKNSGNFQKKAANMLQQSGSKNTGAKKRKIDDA
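50 nM RECQ1T1 preincubated 15 min with compound in Tris pH 8.0 buffer with MgCl2, DTT, Tween-20 and 2.5 ug/ml poly(dI-dC); started with 200 nM TAMRA/BHQ-2 forked duplex and 2 mM ATP. Unwinding read as fluorescence (525/598 nm), two reads 2 h apart.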
TRb SRC2 PPI = disrupts binding of human TR beta to SRC2. Potency, µM (series often up to 106 µM), without a hit: at the highest dose activity change, negative = inhibition, most hits filed as inhibitors. TRbeta-SRC2 peptide binding, fluorescence polarization; receptor liganded with 1 µM T3. 280,000 tested, 0.065% active. P10828;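 also: plate controls were bound peptide for no effect and peptide without receptor for full effect; nearly all actives have a fitted effect of over 50% in size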
Target sequence (P10828 whole entry, looked up): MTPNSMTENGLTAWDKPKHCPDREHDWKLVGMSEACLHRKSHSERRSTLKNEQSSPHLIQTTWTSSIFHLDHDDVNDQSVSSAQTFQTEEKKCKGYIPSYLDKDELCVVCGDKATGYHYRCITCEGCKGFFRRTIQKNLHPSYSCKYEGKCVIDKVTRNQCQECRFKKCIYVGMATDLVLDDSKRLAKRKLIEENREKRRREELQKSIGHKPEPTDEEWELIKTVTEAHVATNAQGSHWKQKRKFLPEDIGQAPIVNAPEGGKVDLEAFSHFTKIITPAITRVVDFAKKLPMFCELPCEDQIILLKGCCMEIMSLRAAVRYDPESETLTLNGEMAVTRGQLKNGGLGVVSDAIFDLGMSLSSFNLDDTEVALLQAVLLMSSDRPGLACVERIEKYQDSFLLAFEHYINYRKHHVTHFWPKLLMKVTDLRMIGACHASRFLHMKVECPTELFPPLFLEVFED
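Fluorescence polarization of 20 nM Texas Red SRC2 peptide with 0.6 uM human TRb ligand-binding domain, in Tris buffer with 1uM T3 and 5% DMSO. Incubated 5 hr ambient; normalized to unbound and bound controls.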
Tau ThT inhib = tau fibrillization inhibition (ThT binding) | recombinant tau K18 P301L, heparin-induced fibrillization, ThT fluorescence | Potency, µM (titrated, usually from 57.4 µM), for the others: at the highest dose activity, negative = inhibition, most hits filed as inhibitors | P10636 | 270,000 tested, 2.1% active; also: % is scaled to controls: 0 for no effect and ±100 for the full control effect; nearly all actives have a fitted effect of over 55% in size
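Using a mix of unlabeled (15 uM) and Alexa 594-labeled (0.24 uM) tau K18 P301L, heparin-triggered fibrillization over 6 hr at 37 C was scored by ThT fluorescence.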
TexasRed fluor = Texas Red fluorescence interference in TRb-SRC2 counter-screen; TRb/SRC2 Texas Red total fluorescence interference; Potency, µM (top dose mostly 106 µM), inactives show top-dose fluorescence change, negative = quenching; 280,000 tested, 0.29% active; AID 1479; active = well fitted curve in either direction with a large enough effect; inconclusive = small, poorly fitted or top-dose-only effect; also: % is scaled to controls: 0 for no effect and ±100 for the full control effect
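Flags fluorescent or light-absorbing compounds by total fluorescence, S + 2P, at 555 nm excitation and 632 nm emission. Mixture: 20 nM Texas Red SRC2 peptide, 0.6 uM human TRb LBD, 1 uM T3, 5% DMSO; compound exposure 5 h at ambient temperature.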
HTT cytoprotect = protects HTT-Q103 PC12 cells, measured by ATP; 230,000 tested, 0.14% active; PC12 HTT-Q103 induced, cytoprotection, ATP luminescence, 40 h; Potency, µM (top dose mostly 56.4 µM), for the others: cytoprotection (ATP increase), actives largely listed as activators;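 also: % of control where 0% means no effect; nearly all actives have a fitted effect of over 45% in size; toxic huntingtin expression switched on by the ecdysone agonist tebufenozide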
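PC12 cells stably carrying ecdysone-inducible Htt exon 1 (Q103)–GFP were induced with 100 nM tebufenozide (final) alongside library compounds in a dose series. Cytoprotection was scored as retained ATP by ATPlite luminescence.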
L3MBTL1 inh = blocks human L3MBTL1 | Q9Y468 | AlphaScreen L3MBTL1–H3K9me1 peptide binding | Potency, µM (series often up to 57.1 µM), without a hit: top-dose activity, negative = inhibition, usual class: inhibitors | 230,000 tested, 0.66% active; also: % is scaled to controls: 0 for no effect and ±100 for the full control effect; nearly all actives have a fitted effect of over 60% in size
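Read-out is AlphaScreen signal from streptavidin donor and nickel chelate acceptor beads (10 ug/mL final each) bridging L3MBTL1 (50 nM) and biotinylated K9-monomethylated H3(1-15) peptide (75 nM), after 30 min compound exposure at room temperature.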
Active calls of the source: *; i = inactive; ? = inconclusive; nt = no result given; & = joins results of further samples; [ ] = remark or other dose. Unless noted, calls follow the shape of the dose curve; as a rule, active = well fitted curve in the direction sought with a large enough effect; inconclusive = small, poorly fitted or top-dose-only effect, or another doubt; inactive = no such curve, though single readings can be large; an effect the other way counts as inactive or inconclusive. Potency is read from the fitted curve at half-maximal effect. These rows are one share of the data; count on the stated rates, not on these rows.

SMILES | Tau fluor cs | Tau fibril FP | RECQ1 inh | TRb SRC2 PPI | Tau ThT inhib | TexasRed fluor | HTT cytoprotect | L3MBTL1 inh
Cc1ccccc1N1C(=O)CC(=O)NC1=O | -28.4% | ? | -4.1% | 5.3% | 15.8µM* | 0.8% | 6.3% | nt
COc1cccc(OC)c1C1=NCC(=O)Nc2c1oc1ccc(Br)cc21 | -6.0% | 2.8% | -2.2% | -2.6% | -12.5% | -1.1% | -59.2%[inhibitor][10 µM] | -7.2%
NCCCC(=O)OC1N=C(c2ccccc2Cl)c2cc(Br)ccc2NC1=O (configuration not stated) | 2.8% | -1.6% | -3.0% | -2.2% | 0.4% | -0.8% | -14.6% | 13.4%
Cc1cccc(NC(=O)CSc2nnc([C@@H](N)Cc3c[nH]c4ccccc34)o2)c1C | -18.9% | 10.8% | i | -12.5% | -16.2% | -2.2% | 0.0% | -2.2%
CNNC | -9.7% | -16.0% | -4.1% | -3.4% | ? | -5.7% | nt | nt
Fc1ccc(C(OCCN2CCCC2)c2ccc(Br)cc2)cc1 (configuration not stated) | -11.7% | 1.9% | 7.2% | -0.4% | -8.6% | 0.1% | nt | -6.0%
O=c1[nH]c(=S)[nH]c(O)c1N=Nc1cccc(S(=O)(=O)N2CCOCC2)c1 | -5.0% | -2.2% | i | -0.9% | ? | -6.7% | 11.0%[10 µM] | 3.3%
COc1cc(C2Nc3c(C)cc(C)cc3-c3cc(C)nn32)cc(OC)c1O (configuration not stated) | ? | 11.4% | nt | -3.2% | ? | -1.1% | nt | nt
Cc1ccc(F)cc1NC(=O)c1ccc(Cn2nc(N3CCN(c4ccccc4)CC3)ccc2=O)o1 | -21.7% | 8.1% | nt | 4.9% | ? | -4.5% | nt | nt
CCCC[N+]12CCC(CC1)C(=C(c1ccccc1)c1ccccc1)C2 | -7.2% | -14.5% | 4.0% | -3.1% | -11.5% | 0.7% | 16.5%[10 µM] | -8.0%
Fc1ccc(CCNCc2ccccc2Cl)cc1 | -2.9% | 1.2% | -1.9% | -1.6% | 12.2% | 0.6% | -9.1% | nt
Nc1ccc([N+](=O)[O-])cc1[N+](=O)[O-] | nt | nt | -4.5% | 3.2% | nt | -2.1% | 8.3% | nt
Cl/C=C/CCl | nt | nt | 7.5% | 8.0% | nt | -3.1% | 0.1% | nt
CCOCCCN=Cc1c(O)n(Cc2ccccc2)c(=O)[nH]c1=O | -1.6% | 3.8% | i | 0.1% | -4.8% | 0.1% | 17.8% | 4.7%
O=P(/C(=N/O)N1CCOCC1)(N1CCOCC1)N1CCOCC1 | -16.9% | -10.7% | -0.6% | 2.7% | -13.4% | 1.0% | 6.5%[10 µM] | -2.5%

Retrieved one by one from above (two):
SMILES | Tau fluor cs | Tau fibril FP | RECQ1 inh | TRb SRC2 PPI | Tau ThT inhib | TexasRed fluor | HTT cytoprotect | L3MBTL1 inh
Fc1ccc(CCNCc2ccccc2Cl)cc1 | -2.9% | 1.2% | -1.9% | -1.6% | 12.2% | 0.6% | -9.1% | nt
O=c1[nH]c(=S)[nH]c(O)c1N=Nc1cccc(S(=O)(=O)N2CCOCC2)c1 | -5.0% | -2.2% | i | -0.9% | ? | -6.7% | 11.0%[10 µM] | 3.3%

Part of the list above, showing only Tau fibril FP and RECQ1 inh:
canonical_smiles | Tau fibril FP | RECQ1 inh
O=c1[nH]c(=S)[nH]c(O)c1N=Nc1cccc(S(=O)(=O)N2CCOCC2)c1 | -2.2% | i
Nc1ccc([N+](=O)[O-])cc1[N+](=O)[O-] | nt | -4.5%
CCOCCCN=Cc1c(O)n(Cc2ccccc2)c(=O)[nH]c1=O | 3.8% | i
Cc1cccc(NC(=O)CSc2nnc([C@@H](N)Cc3c[nH]c4ccccc34)o2)c1C | 10.8% | i

The list continues:
SMILES | Tau fluor cs | Tau fibril FP | RECQ1 inh | TRb SRC2 PPI | Tau ThT inhib | TexasRed fluor | HTT cytoprotect | L3MBTL1 inh
O=C1NC(=O)N(c2ccccc2)C(=O)/C1=C/c1ccoc1 | -5.5% | -9.3% | -21.9% | -11.3% | ? | 8.4% | -23.1% | ?
CN1CCC(OC(=O)Cc2ccccc2)CC1 | -5.6% | -4.2% | i | -1.5% | -4.4% | 0.6% | 0.7%[10 µM] | -8.3%
O=C(N/N=C/c1c(O)n(Cc2ccc(F)cc2)c(=O)[nH]c1=O)c1ccccc1 | -24.1% | 0.7% | 11.0% | 5.2% | ? | -0.8% | 12.9%[10 µM] | -28.8%
O=C1NC(c2cccnc2)Nc2sc3c(c21)CCCC3 (configuration not stated) | -17.2% | ? | i | 5.0% | ? | -5.0% | -0.7%[10 µM] | 6.3%
C/C(=N\N1CCN(C)CC1)c1c(O)[nH]c(=O)[nH]c1=O | 6.8% | 10.6% | -14.4% | -3.2%[53 µM] | 8.4% | -3.2%[53 µM] | -11.4%[10 µM] | -3.8%
CC(=NCc1ccco1)c1c(O)n(Cc2ccccc2)c(=O)[nH]c1=O | 1.2% | 4.8% | 15.0% | 4.8% | -7.6% | 2.7% | 1.6% | -2.6%
CCOC(=O)c1ccc(N=C(c2ccccc2)c2c(O)n(C)c(=O)n(C)c2=O)cc1 | -13.3% | -11.0% | -1.6% | 6.6% | ? | -1.9% | 11.5%[10 µM] | -10.4%
CC12CN3CN(C1)CC(c1ccccc1)(C3)C2=O | 5.6% | 5.3% | -1.0% | -5.8% | -0.9% | -4.9% | -1.5%[10 µM] | 3.4%
C=C1C/C(=C/C)C(=O)O[C@@H]2CCN3CC=C(COC(=O)[C@]1(C)O)[C@@H]23 | -9.9% | -3.8% | ? | -0.1%&-4.3% | -9.1% | -1.3%&-0.2% | -17.8%[1.9 µM] | nt
O=C(Nc1ccc2c(c1)OCCO2)c1cccn(Cc2cccc([N+](=O)[O-])c2)c1=O | ? | 10.3% | nt | -5.2% | -9.8% | -3.3% | nt | nt
Cc1nn(CCC#N)c2c1P(=S)(N1CCCC1)OC(c1ccc(F)cc1)=N2 (configuration not stated) | -24.6% | ? | i | 2.5% | 31.6µM* | -3.0% | -11.2%[10 µM] | -5.4%
CP(=O)(Nc1ccccc1)C(Cl)(Cl)Cl (configuration not stated) | -4.0% | -4.7% | -5.8% | -2.1% | -0.4% | 0.1% | -16.4% | 6.4%
CN1C(=O)c2ccccc2NC(=O)[C@]12O[C@@H]2c1ccccc1 | -2.0% | -0.4% | -8.6% | -2.8% | 1.7% | -0.2% | -5.6%[10 µM] | -6.2%
N#Cc1cc2c(nc1SCC(=O)Nc1cccc(C(F)(F)F)c1)C1CCN2CC1 | -18.8% | -5.2% | nt | 5.0% | 4.8% | 2.3% | nt | nt
Cc1cccc(OP(=O)(Nc2cccnc2)Oc2cccc(C)c2)c1 | -7.3% | -0.6% | -7.3% | -1.8% | -12.9% | 0.1% | 23.0%[10 µM] | 0.2%
CN1CCN(C(=O)O[C@@H]2c3nccnc3C(=O)N2c2ccc(Cl)cn2)CC1 | -4.6% | 2.2% | -10.4% | 4.1% | -2.6% | -0.8% | 15.9% | nt
Cc1oc(-c2ccccc2Cl)nc1CN1C(=O)CN=C(c2ccccc2)c2cc(Cl)ccc21 | -10.5% | 2.0% | nt | 2.1% | ? | 0.8% | nt | nt
C(#CCN1CCCCC1)COCc1ccccc1 | -13.3% | -8.1% | -6.7% | 0.6% | -13.4% | -0.6% | 10.7%[10 µM] | -4.4%
CC(=O)C1C2c3ccccc3O[C@@]1(C)N=c1s/c(=C/c3ccoc3)c(=O)n12 (some centres not stated) | 8.1% | 5.3% | 1.7% | -4.1% | 13.8% | -5.9% | nt | -7.8%
CC(=O)Nc1ccc(NC(=O)Oc2ccccc2)cc1 | -20.1% | -5.1% | -1.2% | 0.2% | ? | -1.1% | -9.6% | -1.3%
CCCN1CCC[C@@H]2Cc3[nH]ncc3C[C@H]21 | -9.5% | 4.0% | -10.8% | 1.2% | -12.2% | 0.3% | 28.7% | nt
CCC(=NCC1CCCO1)c1c(O)n(-c2ccccc2C)c(=O)[nH]c1=O (configuration not stated) | -3.9% | -5.5% | i | -3.8% | 0.1% | -4.3% | 7.7%[10 µM] | 14.2%
Cc1ccc(S(=O)(=O)NC(CC(=O)N2CCC3(CC2)OCCO3)c2ccco2)cc1 (configuration not stated) | -4.5% | -2.5% | 2.1% | 7.0% | -2.9% | 3.9% | -33.1%[10 µM] | 22.0%
O=C(Cc1ccccc1)Oc1ccccc1N1C(=O)CCC1=O | 0.8% | -2.3% | i | -10.1% | -4.9% | -0.6% | 7.3%[10 µM] | -6.3%
C=CCC1(Nc2ccccc2)CC(C)N(C)CC1C (configuration not stated) | -6.8% | -0.9% | -1.7% | 1.6% | -6.8% | -4.1% | 13.7%[10 µM] | -5.1%
Clc1ccc(OCC#CCN2CCCCCC2)cc1 | -0.9% | 2.7% | i | -1.4% | -6.4% | -3.3% | -8.4% | -5.5%[11.4 µM]
CC(C)C[C@H]1C(=O)N2CCCC2[C@]2(O)O[C@](NC(=O)[C@@H]3C=C4c5cccc6[nH]cc(c56)CC4N(C)C3)(C(C)C)C(=O)N12 (some centres not stated) | ? | ? | ? | -9.0%&4.9%&-5.9% | 12.6µM* | 28.3%&19.3%&28.4% | -46.1%[inhibitor] | ?
CCN1CCN(c2cc(N3CCCC3)c([N+](=O)[O-])cc2F)CC1 | -10.3% | 3.0% | 0.7% | 0.3% | ? | -0.7% | 12.9%[10 µM] | -4.6%
O=C(CCn1nc(-c2ccc(Cl)cc2)ccc1=O)N1CCC2(CC1)OCCO2 | -7.8% | -11.0% | -7.8% | 1.3% | -4.5% | -1.6% | -35.8% | nt
O=C(CCc1nc(C2=CCN(Cc3cccc(Cl)c3)CC2)no1)Nc1ccccc1F | -25.0% | -1.8% | nt | -9.4% | -12.8% | -1.4% | nt | nt
